Source: PubChem
Anesthetic bind: qHTS Assay for Identification of Novel General Anesthetics; apoferritin/1-aminoanthracene competitive binding, fluorescence; Potency, µM (doses to about 77.5 µM), inactives show top-dose activity change, negative = displacement, hits mostly inhibitors; hit rate 0.074% among 350,000; AID 485281, 2010; further: potency means the concentration at half of the fitted maximal effect; on the % scale 0 is the no-effect control and ±100 the full control effect; nearly all actives have a fitted effect of over 20% in size
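10 uM apoferritin + 50% sat. 1-AMA, PBS; cpd 10 min RT; Ex380/Em535 endpoint; normalized to free probe vs complex; 4-param Hill fit; propofol titration as pos. ctrl.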
Pol beta inh: qHTS Assay for Inhibitors of DNA Polymerase Beta; P06746; Pol beta primer extension/strand displacement, fluorescence kinetic; Potency, µM (top dose mostly 114 µM), for the others: top-dose activity change, negative = inhibition, actives largely listed as inhibitors; hit rate 1.3% among 340,000; AID 485314, 2010; further: potency means the concentration at half of the fitted maximal effect; on the % scale 0 is the no-effect control and ±100 the full control effect
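Values derive from four-parameter Hill fits of normalized kinetic data: reads at 0 and 10 min following addition of 50 nM substrate to 10 nM Pol beta preincubated 15 min with compound.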
ERG Ets-DNA blk: qHTS for Small Molecule Inhibitors of the ERG Ets/DNA interaction; hit rate 0.028% among 370,000; Potency, µM (titrated, usually from 76.9 µM), inactives show at the highest dose FP activity, negative = inhibition, actives largely listed as inhibitors; fluorescence polarization, His-ERG Ets domain / labelled DNA; AID 624246, 2012; active means well fitted inhibition curve with a large enough effect in the polarisation, with a control signal flat; inconclusive means small, poorly fitted or top-dose-only effect, or effect the other way, or a change in a side signal; inactive means no such curve, though single readings can be large or run the other way; the % refers to the polarisation;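 further: polarization taken with two DNA probes labelled with fluorescein and Texas red; potency means the concentration at half of the fitted maximal effect; % of control where 0% means no effect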
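His-tagged ERG Ets domain (1 uM in the protein solution; 300mM KCl, 50mM Tris-HCl, 1mM EDTA, 1mM DTT, pH 7.5) received compound, then a probe mix of 5 nM fluorescein-DNA and 100nM Texas-615-DNA. Fluorescence polarization was read for both dyes.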
12-LOX inh: Primary qHTS assay for inhibitors of human arachidonate 12S-lipoxygenase (ALOX12): Round 2. Potency, µM (highest dose often 108 µM), inactives show at the highest dose activity change, negative = inhibition, most hits filed as inhibitors. Polyunsaturated fatty acid lipoxygenase ALOX12 (Homo sapiens), P18054. hit rate 1.1% among 580,000. AID 1671190, 2021. purified 12hLO, xylenol orange hydroperoxide absorbance; further: potency means the concentration at half of the fitted maximal effect; on the % scale 0 is the no-effect control and ±100 the full control effect
Target sequence (P18054 whole entry, looked up): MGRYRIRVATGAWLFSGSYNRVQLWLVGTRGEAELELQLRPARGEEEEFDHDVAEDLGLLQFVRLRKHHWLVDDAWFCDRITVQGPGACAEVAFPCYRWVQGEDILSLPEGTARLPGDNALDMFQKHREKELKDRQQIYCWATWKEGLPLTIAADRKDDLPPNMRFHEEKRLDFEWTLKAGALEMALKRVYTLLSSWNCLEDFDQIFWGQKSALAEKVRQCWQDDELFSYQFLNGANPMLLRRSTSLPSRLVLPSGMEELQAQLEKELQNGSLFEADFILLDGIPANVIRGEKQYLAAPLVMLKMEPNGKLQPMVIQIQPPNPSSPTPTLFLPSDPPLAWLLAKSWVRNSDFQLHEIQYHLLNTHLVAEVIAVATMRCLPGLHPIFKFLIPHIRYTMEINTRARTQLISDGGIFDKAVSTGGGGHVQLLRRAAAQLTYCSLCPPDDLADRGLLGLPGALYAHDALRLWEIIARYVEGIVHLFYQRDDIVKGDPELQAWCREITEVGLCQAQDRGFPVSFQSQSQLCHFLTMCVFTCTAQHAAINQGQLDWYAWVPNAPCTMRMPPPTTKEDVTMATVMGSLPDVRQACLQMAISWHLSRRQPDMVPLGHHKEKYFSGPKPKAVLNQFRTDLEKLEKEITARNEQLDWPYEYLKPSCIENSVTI
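Purified human 12hLO (150 nM final) in 25 mM Hepes, 0.01% Triton X-100, pH 7.0 was preincubated 15 min at room temperature with compound. Then 40 uM arachidonic acid was added, 30 min. Hydroperoxide was read by Fe-XO absorbance ratio 573/405 nm.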
POLK inh: qHTS for Inhibitors of Polymerase Kappa | hit rate 0.53% among 400,000 | Potency, µM (highest dose often 107 µM), inactives show at the highest dose activity, negative = inhibition, most hits filed as inhibitors | DNA polymerase kappa (Homo sapiens), Q9UBT6 | purified Pol kappa, fluorescent DNA synthesis assay, 10 min | AID 588579, 2011; further: potency means the concentration at half of the fitted maximal effect; on the % scale 0 is the no-effect control and ±100 the full control effect
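Pol kappa 10 nM + cpd, 15 min RT; start w/ substrate 50 nM final; fluorescence kinetic read, 0 and 10 min. Neg ctrl: buffer, no enzyme.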
BLM inh: qHTS Assay for Inhibitors of Bloom's syndrome helicase (BLM); RecQ-like DNA helicase BLM (Homo sapiens), P54132; recombinant BLM DNA unwinding, fluorescence dequenching; Potency, µM (titrated, usually from 56.1 µM), for inactives: top-dose activity change, negative = inhibition, actives largely listed as inhibitors; hit rate 0.2% among 350,000;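 further: potency means the concentration at half of the fitted maximal effect; plate controls were vehicle for no effect and no enzyme for full effect; nearly all actives have a fitted effect of over 35% in size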
Pol iota inh: qHTS for Inhibitors of Polymerase Iota; hit rate 1% among 390,000; AID 588590, 2011; Potency, µM (top dose mostly 115 µM), for inactives: at the top dose activity, negative = inhibition, usual class: inhibitors; Pol iota fluorescent replication assay, 10 min; DNA polymerase iota (Homo sapiens), Q9UNA4; further: potency means the concentration at half of the fitted maximal effect
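Fluorescent replication assay read twice, at 0 min and 10 min after adding 50 nM (final) substrate. Enzyme (10 nM) and compounds were first incubated 15 min at room temperature; enzyme-free buffer wells were negative controls.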
TRHR ag: qHTS for Small Molecule Agonists and Allosteric Enhancers of Human TRH Receptor: Primary Screen for Agonists; AID 493084, 2011; Thyrotropin-releasing hormone receptor (Homo sapiens), P34981; hit rate 0.18% among 360,000; activation, % at 2 µM; TRHR cells, calcium flux fluo-8, FDSS agonist mode; in the data active means activation above about 30%; further: 0% is about no effect
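Read-out: compound-evoked intracellular calcium rise in TRHR cells, fluo-8 dye, kinetic FDSS fluorescence at 1 s/cycle following a 10-cycle baseline. Cells cultured overnight before dye loading (30 min–1.5 h, RT).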
APE1 inh: qHTS Assay for Inhibitors of the Human Apurinic/apyrimidinic Endonuclease 1 (APE1). DNA repair nuclease/redox regulator APEX1 (Homo sapiens), P27695. recombinant APE1, TAMRA/BHQ-2 abasic DNA cleavage fluorescence. Potency, µM (doses to about 65.8 µM), for the others: at the highest dose activity change, negative = inhibition, hits mostly inhibitors. hit rate 0.35% among 350,000;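 further: potency means the concentration at half of the fitted maximal effect; plate controls were vehicle for no effect and reference inhibitor for full effect; nearly all actives have a fitted effect of over 55% in size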
Target sequence (P27695 whole entry, looked up): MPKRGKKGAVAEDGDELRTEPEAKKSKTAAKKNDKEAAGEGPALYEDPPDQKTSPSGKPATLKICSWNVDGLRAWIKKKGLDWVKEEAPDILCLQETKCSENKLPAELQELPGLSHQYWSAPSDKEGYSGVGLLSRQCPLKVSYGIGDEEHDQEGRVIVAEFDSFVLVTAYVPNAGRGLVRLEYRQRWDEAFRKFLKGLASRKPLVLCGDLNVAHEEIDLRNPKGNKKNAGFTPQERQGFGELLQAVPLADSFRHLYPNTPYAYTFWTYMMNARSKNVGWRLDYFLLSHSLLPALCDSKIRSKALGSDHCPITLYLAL
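Quantitative HTS: incision of a TAMRA/BHQ-2 double-stranded substrate bearing a tetrahydrofuran abasic site by 0.75 nM APE1 raises fluorescence. Substrate 50 nM final, added after 15 min compound preincubation at room temperature; progress as third-minus-first kinetic read difference.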
* marks the source's active call; other numbers are inactive results; & = joins results of further samples; [ ] = another dose, or the depositor's remark. Unless noted, the call rests on the fitted dose curve; in most records, active means well fitted curve in the direction sought with a large enough effect; inconclusive means small, poorly fitted or top-dose-only effect, or another doubt; inactive means no such curve, though single readings can be large; an effect the other way counts as inactive or inconclusive. Some of the compounds tested, so the mix of outcomes need not match the whole.

What do the screens show for `O=C(CCNC(=O)c1ccccc1)NCc1ccccc1F`?
ERG Ets-DNA blk: -9%; 12-LOX inh: -6%; POLK inh: -1%; Pol iota inh: -23%; TRHR ag: -0.5; APE1 inh: -12%

What do the screens show for `CC(OC(=O)CN1C(=O)C2CC=CCC2C1=O)C(=O)Nc1ccc(F)cc1Cl` (stereo not given)?
Anesthetic bind: -17%; Pol beta inh: 47%; ERG Ets-DNA blk: -7%; 12-LOX inh: 375%[activator]; POLK inh: -7%; BLM inh: -3%; Pol iota inh: 28%; TRHR ag: -0.1; APE1 inh: 3%

What do the screens show for `O=c1onc(-c2c(F)cccc2F)n1-c1ccccc1Cl`?
Anesthetic bind: -9%; Pol beta inh: 23%; ERG Ets-DNA blk: -1%; 12-LOX inh: -4%; POLK inh: 3%; BLM inh: -6%; Pol iota inh: 10%; TRHR ag: -0.7; APE1 inh: 19%

What do the screens show for `COC(=O)c1nn(-c2cccc(C)c2)c2nnc(Cc3ccc(C)cc3)c(=O)n12`?
Anesthetic bind: -3%; Pol beta inh: 22%; ERG Ets-DNA blk: 3%; 12-LOX inh: -12%; POLK inh: -1%; BLM inh: 2%; Pol iota inh: 15%; TRHR ag: -0.3; APE1 inh: 3%

Results for CSc1nc(C)cc(C)c1S(=O)(=O)c1ccccc1C ?
Anesthetic bind: 2%; Pol beta inh: -1%; ERG Ets-DNA blk: 0%; 12-LOX inh: 364%[activator]; POLK inh: -21%; BLM inh: -2%; Pol iota inh: -2%; TRHR ag: -0.3; APE1 inh: -5%

What do the screens show for `COc1ccc(-c2noc(CCC(=O)NCCN3CCN(c4ccccc4F)CC3)n2)cc1`?
Anesthetic bind: -13%; Pol beta inh: 24%; ERG Ets-DNA blk: 11%; 12-LOX inh: 0%; POLK inh: -6%; BLM inh: 3%; Pol iota inh: -14%; TRHR ag: -0.6; APE1 inh: -3%

Results for COc1cccc(NC(=O)NC2CCN(CC(=O)Nc3ccccc3[N+](=O)[O-])CC2)c1 ?
Anesthetic bind: -3%; Pol beta inh: 3%; ERG Ets-DNA blk: -11%; 12-LOX inh: 5%; POLK inh: -2%; BLM inh: -8%; Pol iota inh: 15%; TRHR ag: -0.9; APE1 inh: -4%[12.4 µM]

How did CC(C)c1ccc(NC(=O)Cn2cc(S(=O)(=O)N3CCN(c4ccccc4F)CC3)c3ccccc3c2=O)cc1 do in these assays?
Anesthetic bind: -12%; Pol beta inh: 0%; ERG Ets-DNA blk: 0%; 12-LOX inh: -25%; POLK inh: -15%; BLM inh: -8%; Pol iota inh: inconclusive; TRHR ag: 0.4

What do the screens show for `CC(C)NC(=O)c1ccccc1NC(=O)CCc1ccccc1`?
Anesthetic bind: -6%; Pol beta inh: 23%; ERG Ets-DNA blk: -15%; 12-LOX inh: 0%; POLK inh: -15%; BLM inh: 4%; Pol iota inh: 0%; TRHR ag: 0.3; APE1 inh: 0%

How did O=C1c2ccccc2C(O)N1Cc1ccc2c(c1)OCO2 (stereo not given) do in these assays?
Anesthetic bind: -2%; Pol beta inh: 20%; ERG Ets-DNA blk: -1%; 12-LOX inh: -1%; POLK inh: 1%; BLM inh: 0%; Pol iota inh: -6%; TRHR ag: -0.1; APE1 inh: -1%

Brought forward from above: two entries, followed by the next part.
What do the screens show for `CC(C)NC(=O)c1ccccc1NC(=O)CCc1ccccc1`?
Anesthetic bind: -6%; Pol beta inh: 23%; ERG Ets-DNA blk: -15%; 12-LOX inh: 0%; POLK inh: -15%; BLM inh: 4%; Pol iota inh: 0%; TRHR ag: 0.3; APE1 inh: 0%

How did O=C1c2ccccc2C(O)N1Cc1ccc2c(c1)OCO2 (stereo not given) do in these assays?
Anesthetic bind: -2%; Pol beta inh: 20%; ERG Ets-DNA blk: -1%; 12-LOX inh: -1%; POLK inh: 1%; BLM inh: 0%; Pol iota inh: -6%; TRHR ag: -0.1; APE1 inh: -1%

Results for COc1cc(NC(=O)C2CCC(CNc3c(N4CCC(C)CC4)c(=O)c3=O)CC2)cc(OC)c1 (stereo not given) ?
Anesthetic bind: -1%; Pol beta inh: 11%; ERG Ets-DNA blk: 13%&-3%; 12-LOX inh: -27%&-20%; POLK inh: -7%&0%; BLM inh: -6%; Pol iota inh: 12%&0%; TRHR ag: -0.4; APE1 inh: -3%

Results for CCc1ccc(NC(=O)c2cc(CC(C)C)on2)cc1 ?
Anesthetic bind: 5%; Pol beta inh: 21%; ERG Ets-DNA blk: -1%; 12-LOX inh: 15%; POLK inh: -11%; BLM inh: 2%; Pol iota inh: -8%; TRHR ag: 0.1; APE1 inh: -10%

Results for CCN1C(=O)c2ccccc2S(=O)c2ccc(C(=O)NCc3ccccn3)cc21 (stereo not given) ?
Anesthetic bind: -2%; Pol beta inh: 0%; ERG Ets-DNA blk: -7%; 12-LOX inh: 20%; POLK inh: 11%; BLM inh: 2%; Pol iota inh: 37%[activator]; TRHR ag: 0.8; APE1 inh: 0%

Results for C=C(C)Cn1c(C2CC(=O)N(c3ccccc3F)C2)nc2ccccc21 (stereo not given) ?
Anesthetic bind: -7%; Pol beta inh: -27%; ERG Ets-DNA blk: -3%; 12-LOX inh: 18%[57.4 µM]; POLK inh: -7%; BLM inh: 0%; Pol iota inh: 4%; TRHR ag: -0.3; APE1 inh: -3%

How did COc1ccc(C(=O)NCC(c2cccnc2)N2CCc3ccccc32)cc1 (stereo not given) do in these assays?
Anesthetic bind: -5%; Pol beta inh: -10%; ERG Ets-DNA blk: -6%; 12-LOX inh: -13%; POLK inh: -9%; BLM inh: 0%; Pol iota inh: 1%; TRHR ag: 0.3

Results for O=C(NNC(=O)c1sccc1-n1cccc1)c1ccccc1 ?
Anesthetic bind: 0%; Pol beta inh: -2%; ERG Ets-DNA blk: 3%; 12-LOX inh: 17%; POLK inh: -2%; BLM inh: 0%; Pol iota inh: 9%; TRHR ag: -0.4; APE1 inh: -2%

What do the screens show for `CCC(O)(CC)C(=O)N=Nc1c(O)[nH]c2ccccc12`?
Anesthetic bind: -11%; Pol beta inh: -1%; ERG Ets-DNA blk: 12%; 12-LOX inh: -12%; POLK inh: 1%; BLM inh: -3%; Pol iota inh: 176%[activator]; TRHR ag: 0.2; APE1 inh: -1%

How did COc1ccc(C)cc1N(C)C(=O)c1c2c(nc3ccccc13)C(=O)N(C1CCCCC1)C2 do in these assays?
Anesthetic bind: -9%; Pol beta inh: -23%; ERG Ets-DNA blk: -1%; 12-LOX inh: -26%; POLK inh: -6%; BLM inh: 0%; Pol iota inh: 33%[activator]; TRHR ag: -0.8

How did CC(C)(C)C1C=C(Sc2ccccc2)C(=O)O1 (stereo not given) do in these assays?
Anesthetic bind: -14%; Pol beta inh: 44%; ERG Ets-DNA blk: 3%; 12-LOX inh: -6%; POLK inh: -11%; BLM inh: -4%; Pol iota inh: 6%; TRHR ag: 1.0; APE1 inh: -6%

Results for Cn1c(C(F)(F)F)nc2c(=O)oc3ccccc3c21 ?
Anesthetic bind: -12%; Pol beta inh: 56%; ERG Ets-DNA blk: 9%; 12-LOX inh: 1%; POLK inh: -10%; BLM inh: -2%; Pol iota inh: -4%; APE1 inh: 6%

Entries shown so far containing a Cl atom (two):
What do the screens show for `CC(OC(=O)CN1C(=O)C2CC=CCC2C1=O)C(=O)Nc1ccc(F)cc1Cl` (stereo not given)?
Anesthetic bind: -17%; Pol beta inh: 47%; ERG Ets-DNA blk: -7%; 12-LOX inh: 375%[activator]; POLK inh: -7%; BLM inh: -3%; Pol iota inh: 28%; TRHR ag: -0.1; APE1 inh: 3%

What do the screens show for `O=c1onc(-c2c(F)cccc2F)n1-c1ccccc1Cl`?
Anesthetic bind: -9%; Pol beta inh: 23%; ERG Ets-DNA blk: -1%; 12-LOX inh: -4%; POLK inh: 3%; BLM inh: -6%; Pol iota inh: 10%; TRHR ag: -0.7; APE1 inh: 19%

(listing goes on)
Results for S=C(NCc1ccco1)NCc1ccccc1Cl ?
Anesthetic bind: -15%; Pol beta inh: 25%; ERG Ets-DNA blk: 0%; 12-LOX inh: 298%[activator]; POLK inh: -26%; BLM inh: -5%; Pol iota inh: 8%; TRHR ag: -0.6; APE1 inh: 16%

Results for Cc1nc2sc(C(c3ccco3)N3CCN(c4ccccc4F)CC3)c(O)n2n1 (stereo not given) ?
Anesthetic bind: -17%; Pol beta inh: -12%; 12-LOX inh: -4%; POLK inh: -7%; BLM inh: -4%; Pol iota inh: -11%; TRHR ag: 0.9; APE1 inh: -1%

How did Cc1ccnn1-c1ccc(C(=O)OCC(=O)Nc2ccc(F)cc2)cc1 do in these assays?
ERG Ets-DNA blk: inconclusive; 12-LOX inh: -9%; POLK inh: -7%; Pol iota inh: inconclusive; TRHR ag: 0.9; APE1 inh: 44%

How did CC(=O)c1ccc(NC(=O)CCNS(=O)(=O)c2cccc3nonc23)cc1 do in these assays?
Anesthetic bind: 5%; Pol beta inh: -2%; ERG Ets-DNA blk: -9%; 12-LOX inh: 31%[activator]; POLK inh: -3%; BLM inh: -3%; Pol iota inh: 0%; TRHR ag: 0.3; APE1 inh: -2%
